Screening results: PubChem BioAssay, National Center for Advancing Translational Sciences (NCATS)
KDM4E inh: JMJD2E (human) inhibition. JMJD2E catalytic domain, FDH-coupled NADH fluorescence (FDH is formaldehyde dehydrogenase). 230,000 tested, 1.6% active. AID 2147. B2RXH2. Potency, µM (top dose mostly 57.1 µM), inactives show at the top dose activity change, negative = inhibition, most hits filed as inhibitors; active means well fitted inhibition curve with a large enough effect, not every such curve was filed as active; inconclusive means small, poorly fitted or top-dose-only effect, or another doubt; inactive means no such curve, though single readings can be large or run the other way;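 further: 0% = wells with enzyme and -100% = buffer wells without enzyme; nearly all actives have a fitted effect of over 50% in size; many of its hits are not listed in these tables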
Target sequence (B2RXH2 1-337 limits assumed): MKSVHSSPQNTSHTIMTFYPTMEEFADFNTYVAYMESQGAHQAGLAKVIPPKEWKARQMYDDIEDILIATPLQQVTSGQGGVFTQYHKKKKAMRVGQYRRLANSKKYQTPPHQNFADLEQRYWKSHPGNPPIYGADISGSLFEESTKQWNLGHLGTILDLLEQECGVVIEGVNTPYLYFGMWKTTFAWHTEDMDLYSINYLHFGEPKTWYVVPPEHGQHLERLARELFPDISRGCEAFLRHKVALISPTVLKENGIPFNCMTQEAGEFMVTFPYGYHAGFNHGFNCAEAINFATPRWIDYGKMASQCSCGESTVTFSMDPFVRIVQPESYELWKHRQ
TR SRC2 fluor cs: Texas Red fluorescence interference in TRb-SRC2 counter-screen | TRb/SRC2 Texas Red total fluorescence interference | Potency, µM (series often up to 106 µM), for inactives: top-dose fluorescence change, negative = quenching | 280,000 tested, 0.29% active; active means well fitted curve in either direction with a large enough effect; inconclusive means small, poorly fitted or top-dose-only effect; further: on the % scale 0 is the no-effect control and ±100 the full control effect
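Human TRb ligand-binding domain at 0.6 uM with 20 nM Texas Red SRC2 peptide in Tris buffer containing 1 uM T3 and 5% DMSO, incubated with compound 5 h at ambient temperature. Total fluorescence (555/632 nm) calculated as parallel + 2 × perpendicular.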
SMN2 splice enh: enhancers of SMN2 splice variant expression | 210,000 tested, 2.8% active | HEK293 SMN2-luciferase splicing reporter, luminescence, 30-36 h | Potency, µM (highest dose often 46.1 µM), for the others: at the top dose activity change, positive = activation, most hits filed as activators; further: % of control where 0% means no effect; nearly all actives have a fitted effect of over 55% in size
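qHTS luciferase splicing reporter: luminescence rises when SMN2 exon 7 is included in transfected HEK293 cells. Compound exposure lasted 30-36 h at 37C, with 4.5 mM final sodium butyrate as control, followed by a ONE-Glo read.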
ALDH1A1 block: ALDH1A1 (human) enzyme inhibition; Purified ALDH1A1, NADH fluorescence, propionaldehyde substrate; Potency, µM (titrated, usually from 75.3 µM), inactives show at the highest dose activity, negative = inhibition, hits mostly inhibitors; 220,000 tested, 7.3% active; AID 1030; active means well fitted inhibition curve with a large enough effect, not every such curve was filed as active; inconclusive means small, poorly fitted or top-dose-only effect, or another doubt; inactive means no such curve, though single readings can be large or run the other way;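 further: plate controls were no enzyme wells and a reference inhibitor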
RECQ1 inh: RECQ1 (human) helicase inhibition | RECQ1 DNA unwinding, red fluorescence kinetic read | P46063 | Potency, µM (doses to about 57.3 µM), for the others: at the top dose activity, negative = inhibition, actives largely listed as inhibitors | 240,000 tested, 0.54% active;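 further: plate controls were vehicle for no effect and no enzyme for full effect; nearly all actives have a fitted effect of over 30% in size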
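RECQ1T1 50 nM; forked duplex (20 bp + 30-nt ss tails) 200 nM, ATP 2 mM final; pH 8.0, 2 mM MgCl2, 2.5 ug/ml poly(dI-dC); 15 min compound preincubation; discontinuous kinetic read over 2 h at RT.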
Lamin A splicing: modulators of lamin A splicing | Potency, µM (highest dose often 46.1 µM), for the others: top-dose ratio change, negative = inhibition, actives largely listed as inhibitors | HeLa LMNA splicing GFP/RFP minigene ratio, 48 h | 200,000 tested, 0.01% active; active means well fitted inhibition curve with a large enough effect in the signal ratio, with a control signal flat, not every such curve was filed as active; inconclusive means small, poorly fitted or top-dose-only effect, or effect the other way, or a change in a side signal; the % refers to the signal ratio; further: on the % scale 0 is the no-effect control and ±100 the full control effect
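Read-out is the ratio of GFP to DsRed2 object intensity, acquired by 488 nm laser-scanning cytometry on HeLa lamin A-EGFP minigene reporter cells. Compound incubation 48 hrs at 37 °C in Opti-MEM with 2% FBS; DMSO 0.5% final.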
TRb SRC2 PPI: TRbeta-SRC2 interaction inhibition; P10828; TRbeta-SRC2 peptide binding, fluorescence polarization; receptor liganded with 1 µM T3; Potency, µM (doses to about 106 µM), for inactives: at the highest dose activity change, negative = inhibition, hits mostly inhibitors; 280,000 tested, 0.065% active;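 further: plate controls were bound peptide for no effect and peptide without receptor for full effect; nearly all actives have a fitted effect of over 50% in size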
Target sequence (P10828 whole entry, looked up): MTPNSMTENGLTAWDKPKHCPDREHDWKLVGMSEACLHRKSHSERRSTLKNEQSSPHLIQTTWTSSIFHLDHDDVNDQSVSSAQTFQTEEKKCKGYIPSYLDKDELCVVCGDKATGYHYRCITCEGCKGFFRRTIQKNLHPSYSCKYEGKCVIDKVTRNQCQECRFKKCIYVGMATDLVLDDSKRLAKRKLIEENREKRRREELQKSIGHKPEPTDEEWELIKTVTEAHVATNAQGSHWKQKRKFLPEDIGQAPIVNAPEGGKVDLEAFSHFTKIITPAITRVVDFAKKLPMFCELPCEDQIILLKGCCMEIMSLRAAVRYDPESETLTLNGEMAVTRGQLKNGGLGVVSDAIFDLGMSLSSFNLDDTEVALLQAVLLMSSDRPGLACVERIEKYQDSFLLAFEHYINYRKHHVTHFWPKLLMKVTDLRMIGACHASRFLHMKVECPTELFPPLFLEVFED
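Fluorescence polarization of 20 nM Texas Red SRC2 peptide (20-aa NR interaction domain) bound to 0.6 uM human TRb ligand-binding domain, with 1 uM T3, after 5 hr at ambient temperature; inhibition seen as decreased polarization.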
RGS12 GoLoco inh: blocks human Gai1 binding to RGS12 GoLoco peptide, red readout | Potency, µM (titrated, usually from 61.6 µM), without a hit: at the top dose activity, negative = inhibition, most hits filed as inhibitors | Gai1:RGS12 GoLoco peptide FP, rhodamine, 10 min | AID 880 | 230,000 tested, 0.44% active; active means well fitted inhibition curve with a large enough effect, not every such curve was filed as active; inactive means no such curve, though single readings can be large or run the other way; further: on the % scale 0 is the no-effect control and ±100 the full control effect; nearly all actives have a fitted effect of over 30% in size; many of its hits are not listed in these tables
An asterisk follows results filed as active; i = inactive; ? = inconclusive; . = no result given; & = joins results of further samples; [ ] = remark or other dose. Unless noted, the call rests on the fitted dose curve; in most records, active means well fitted curve in the direction sought with a large enough effect; inconclusive means small, poorly fitted or top-dose-only effect, or another doubt; inactive means no such curve, though single readings can be large; an effect the other way counts as inactive or inconclusive. Potency means the concentration at half of the fitted maximal effect.

SMILES	KDM4E inh	TR SRC2 fluor cs	SMN2 splice enh	ALDH1A1 block	RECQ1 inh	Lamin A splicing	TRb SRC2 PPI	RGS12 GoLoco inh
Cc1ccccc1C(=O)N/N=C1\SCC(=O)N1Cc1ccco1	2.7%	1.4%	.	0.6%	-0.8%	11.4%[46 µM]	-1.1%	12.9%
COc1cc(C(c2c(C)[nH][nH]c2=O)c2c(C)[nH][nH]c2=O)cc(OC)c1OC	-16.6%	-4.0%	.	-13.7%	5.8%	.	-16.2%	-1.8%
COC(=O)CC1C(=O)NC(C)=C1C(=O)OC (stereo not drawn)	-3.0%	1.9%	.	.	-0.4%	.	-4.9%	2.9%
Nc1c(NC2CCCCC2)c2ccccc2oc1=O	?	-1.4%	-25.3%	-10.1%	-5.2%	-4.9%	1.8%	2.4%
Cn1cc(CN2CCC(C(=O)N3CCCCC3)CC2)c(-c2ccccc2F)n1	-8.9%	-3.6%	.	-3.2%	i	13.3%[46 µM]	4.7%	13.4%
CCOc1cc(C=O)ccc1OCc1cc(=O)n2cc(C)ccc2n1	?	0.3%	-5.7%	?	-7.1%	16.8%[46 µM]	9.8%	-7.1%
CC1(C)C2CC=C(/C=N/NC(=O)c3ccccc3O)C1C2 (stereo not drawn)	?	-1.5%	-15.3%	?	-5.2%	-1.4%	-3.8%	-10.2%
C#CCNC(=O)C1=C[C@H](c2ccc(C(F)(F)F)cc2)C[C@H](OCCCCO)O1	?	-1.4%	.	-3.4%	-6.3%	.	6.2%	0.7%
CC(C)(C)Cc1nnc(NC(=O)Cc2cccs2)s1	-15.6%	1.1%	.	-7.5%	-4.3%	-11.0%[46 µM]	-0.5%	10.5%
Cc1cc(Br)c2c(c1)/C(=C/C(=O)c1cccs1)C(=O)N2	-7.6%	0.8%	3.3%	?	-14.1%	-24.8%[46 µM]	-10.1%	-2.2%
O=C(N/N=C\c1cccs1)c1sccc1-n1cccc1	5.8%	-0.4%	-9.5%	?	-3.7%	15.8%[46 µM]	3.5%	6.7%
COc1ccc(NC(=O)C(Cc2ccccc2)n2cccc2)c(OC)c1 (stereo not drawn)	3.7%	-3.4%&4.6%	-22.3%	.	-18.3%	.	-0.2%&-1.2%	1.1%
COCCN(CC(=O)Oc1ccccc1P(=O)(OC)OC)Cc1ccccc1	-0.8%	-1.5%	.	.	i	.	-0.6%	1.0%
COc1cccc(NC(=O)N2CCC(N3CCCCC3)CC2)c1	4.0%	-1.0%	-1.5%	-8.1%	-3.8%	-5.1%	-9.2%	0.0%
OCC(CO)(CBr)CBr	.	-0.2%[201 µM]	-9.0%	?	8.0%	.	-2.2%[201 µM]	3.8%
CC(C)c1ccc(-c2nn[nH]n2)cc1	-1.0%	0.6%	19.3%	7.6%	-4.6%	13.4%	2.1%	3.1%
CN1C2C=C3C(C#N)=C(N)C(C#N)(C#N)[C@@H](c4ccc(Cl)cc4)[C@@H]3C1CC2 (stereo partly drawn)	?	3.3%	-4.1%	?	-5.9%	1.4%	-0.3%	2.6%
O=C(NCc1ccc2c(c1)OCO2)c1cc(S(=O)(=O)N2CCCCC2)ccc1F	6.4%	0.9%	-29.0%	?	i	?	1.3%	4.5%
COCCN(CCOC)S(=O)(=O)c1ccc(Cl)nc1	1.4%	0.2%	.	.	-1.5%	.	-3.5%	3.0%
Brc1ccc(-c2nnc(-c3cccc(Br)c3)o2)cc1	2.4%	-3.4%	22.5%	4.0%	-2.3%	24.0%	7.4%	-9.8%
CC(C)(C)c1cc(NC(=O)CSc2nnc(NCc3ccccc3)s2)n(-c2ccccc2)n1	-4.5%	1.4%	-34.7%[inhibitor]	-6.7%	-3.0%	-17.7%	-19.0%	63.4%[activator]
O=C(NC1CCCCC1)C(c1ccc(F)cc1)N(C(=O)c1cccs1)c1ccc2c(c1)OCO2 (stereo not drawn)	0.4%	-1.9%	-14.1%	4.6%	-0.8%	16.7%	-8.3%	1.6%
Cc1ccc2c(n1)CC(C)(C)C/C2=N\O	1.9%	1.3%	1.7%	2.8%	-18.2%	-7.3%	-4.4%	10.0%
O=C(Nc1cccc(Cl)c1)c1ccc(F)c(S(=O)(=O)NCc2cccs2)c1	-5.3%	3.7%	-74.0%[inhibitor]	2.9%	-1.9%	-17.1%	-1.6%	-0.1%

Individual results from above:
RGS12 GoLoco inh result of Cc1ccc2c(n1)CC(C)(C)C/C2=N\O stands at 10.0%
TR SRC2 fluor cs result of CC(C)(C)c1cc(NC(=O)CSc2nnc(NCc3ccccc3)s2)n(-c2ccccc2)n1 stands at 1.4%

(further entries)
SMILES	KDM4E inh	TR SRC2 fluor cs	SMN2 splice enh	ALDH1A1 block	RECQ1 inh	Lamin A splicing	TRb SRC2 PPI	RGS12 GoLoco inh
Cc1cc(=O)oc2cc(OCc3ccc(S(=O)(=O)N4CCOCC4)cc3)ccc12	?	-6.4%	-39.8%[inhibitor]	?	-1.3%	9.4%	0.8%	5.7%
COc1cccc(C2=NOC(C(=O)NCCCn3ccnc3)C2)c1 (stereo not drawn)	5.4%	-4.8%	3.2%	-0.7%	i	7.3%	-5.7%	3.6%
CN(c1nc(-c2ccccc2)cs1)C1CCS(=O)(=O)C1 (stereo not drawn)	3.7%	-0.2%	.	-10.9%	i	-1.5%	-3.6%	-7.4%
FC(F)(F)c1nc2ccccc2n2c(-c3c(Cl)cccc3Cl)nnc12	?	-2.0%	-2.0%	8.8%	-1.0%	9.7%	-5.4%	3.6%
O=C(O)CCCCCNC(=O)Nc1ccc2c(c1)OCCO2	6.8%	-0.8%	.	11.2%	11.6%	-2.0%	11.0%	5.5%
Oc1c(CN2CCN(c3ccccn3)CC2)cc(Cl)c2cccnc12	?	1.5%	-67.1%[inhibitor]	-0.6%	9.2%	?	0.0%	3.0%
COc1ccc(-n2c(=S)[nH]c3cc(C(=O)NCc4ccco4)ccc3c2=O)c(OC)c1	1.1%	-4.8%	-21.4%	0.316µM*	-1.0%	-15.4%	4.6%	6.0%
Cc1cc(Nc2cccc([N+](=O)[O-])c2)n2c(nc3ccccc32)c1C#N	-24.1%	3.6%	-85.3%[inhibitor]	6.3%	-11.8%	?	5.5%	4.2%
CC(=O)N1CCN(S(=O)(=O)c2cccc(C(=O)Nc3nc4c(s3)CCCC4)c2)CC1	-11.3%	-0.7%	-16.2%	?	-11.3%	?	-17.1%	8.8%
O=C(NN=C(Cc1ccccc1)Cc1ccccc1)c1ccccc1O	7.1%	-3.3%	1.1%	-0.8%	i	?	-3.8%	-7.1%
N#CCCCSC1=C(C#N)C(c2ccccc2Cl)CC(=O)N1 (stereo not drawn)	2.1%	-0.2%	9.2%	?	-0.6%	4.3%	0.4%	0.4%
Cc1onc(-c2ccccc2Cl)c1C(=O)Nc1nnc(-c2ccc(F)cc2)s1	-1.5%	0.7%	-4.3%	?	1.9%	?	8.9%	8.2%
Cc1ccccc1NC(=S)N/N=C1\CC(C)(C)Oc2ccc(O)cc21	?	-5.3%	-51.5%[inhibitor]	?	-14.8%	?	9.8%	8.6%
O=C(COC(=O)c1cc(-c2cccc(Br)c2)nc2ccccc12)NCC1CCCO1 (stereo not drawn)	?	-4.7%	.	?	-21.1%	.	7.3%	9.9%
Cc1ccc(C)c(N2CCN(C(=O)Cc3ccc(-n4c(=O)[nH]c5ccsc5c4=O)cc3)CC2)c1	0.7%	0.2%	.	5.2%	2.3%	?	3.4%	-4.0%
O=C(O)c1sc2cccc(Cl)c2c1Cl	-3.0%	0.0%	.	2.2%	11.9%	.	-6.9%	9.0%
Cc1cnc(CNc2ncncc2-c2ccc3c(c2)OCO3)cn1	.	.	.	-3.0%	-3.4%	?	.	3.9%
COc1cc(NC(=O)c2cccc(Cl)c2)c(OC)cc1NC(=O)CN1CCOCC1	-3.4%	0.9%	-26.4%	-3.9%	-11.9%	-11.1%	-1.8%	15.0%
CCOc1ccc(NC(=O)c2cccc(-n3cnnn3)c2)cc1	?	-0.7%	-10.9%	0.2%	-6.8%	-2.9%	-2.7%	-6.4%
O=[N+]([O-])c1ccc(-c2nc(-c3ccncc3)no2)cc1	-3.0%	0.9%	.	.	8.5%	.	-1.6%	-7.0%
CCCCC(=O)Nc1cccc(NC(=S)NC(=O)Cc2ccccc2)c1	0.9%	0.9%	-6.7%[1.84 µM]	?	-0.2%	-10.3%	-3.9%	0.7%
COc1cc(/C=N/NC(=O)c2ccc3nc[nH]c3c2)ccc1O	-6.5%	-1.9%	.	.	4.6%	.	-2.2%	-3.5%
COc1ccc(OC)c(C(=O)c2ccc(C(=O)Nc3ccccc3)cc2)c1	-24.4%	-3.1%	.	0.1%	-2.3%	-7.8%	1.9%	.
COc1ccc(Oc2coc3cc(OC(=O)/C=C/c4ccc(F)cc4)ccc3c2=O)cc1	-22.3%	-4.1%	.	2.7%	-5.6%	-1.1%	5.1%	.
COc1ccc(-c2noc(CCC(=O)NC3CCCC3)n2)cc1	-2.2%	-1.6%	.	.	i	.	-5.7%	-3.4%
CCN(CC)S(=O)(=O)c1cccc(-c2nnc(SCC(=O)NC3CCCC3)n2N)c1	0.6%	-2.0%	9.2%	-2.0%	6.4%	-4.9%	-4.6%	-1.8%
CC(=O)CSc1nnc(Cc2ccc([N+](=O)[O-])cc2)o1	5.5%	1.7%	7.6%	-1.3%	-8.8%	5.0%	-3.7%	-2.8%
Cn1c(/C=C/c2cccc([N+](=O)[O-])c2)nc2ccccc2c1=O	-2.5%	0.4%	-20.0%	7.9%	-10.0%	?	-8.0%	6.5%
OCCC1CN(C2CCN(c3ccccc3)CC2)CCN1Cc1ccc(F)c(F)c1 (stereo not drawn)	3.9%	-2.1%	.	-1.6%	i	.	-0.7%	-0.4%
Cn1nnnc1SCc1nnc(-c2ccccc2Br)o1	6.4%	1.4%	27.4%	?	-9.7%	17.8%	-3.0%	2.9%
Cc1cc(C(=O)N(CCC#N)Cc2cccs2)no1	-6.0%	-1.3%	.	-6.6%	-9.3%	.	-2.7%	5.3%

Some of the compounds tested; the hit share may differ from the screen's.
